SENP6 inh = inhibitors of human SENP6 protease. Q9GZR1. AID 2599. inhibition, % at 10 µM. Recombinant SENP6 catalytic domain, aminoluciferin luminescence. 330,000 compounds, 1.8% hits;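 active means inhibition above about 50% at the single tested dose, limit read from the data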;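 further: plate controls were DMSO wells with enzyme for no effect and DMSO wells lacking enzyme for full effect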
MPTP block = inhibitors of mitochondrial permeability transition pore | isolated mouse mitochondria, Ca2+ swelling absorbance, 30 min | inhibition, % at 10 µM | 360,000 compounds, 1.4% hits;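 active means inhibition of 50% or more, scaled per plate between neutral and stimulator controls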;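 further: 0% = DMSO wells given calcium and 100% = 1 mM EGTA wells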
PfG6PD inh = PfG6PD (Plasmodium falciparum) enzyme inhibition | AID 504690 | PfGluPho enzyme, NADPH resazurin-diaphorase fluorescence | 350,000 compounds, 0.78% hits | inhibition, % at 20 µM;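 active means inhibition reaching at least a set limit at 20 µM in the primary screen, cut at about 59% in these data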;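 further: 0% = DMSO wells with substrate and 100% = DMSO wells lacking glucose-6-phosphate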
SENP8 inh = blocks human SENP8 cleavage of Nedd8 substrate | recombinant SENP8, Nedd8 substrate fluorescence | inhibition, % at 20 µM | 360,000 compounds, 0.64% hits | Q96LD8; in the data active means inhibition mostly above about 40%, no sharp cut-off; inactive means mostly below about 27%
Target sequence (Q96LD8 whole entry, looked up): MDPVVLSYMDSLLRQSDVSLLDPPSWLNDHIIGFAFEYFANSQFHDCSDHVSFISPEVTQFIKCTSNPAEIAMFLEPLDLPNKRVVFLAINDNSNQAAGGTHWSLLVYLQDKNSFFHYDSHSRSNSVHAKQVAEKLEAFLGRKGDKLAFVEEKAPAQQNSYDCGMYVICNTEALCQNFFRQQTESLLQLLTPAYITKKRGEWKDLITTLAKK
SENP7 block = SENP7 protease inhibition; recombinant SENP7, Z-RLRGG-aminoluciferin luminescence, 40 min; inhibition, % at 5 µM; 330,000 compounds, 1.5% hits;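 active means inhibition above about 50% at the single test dose, limit read from the data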;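 further: plate controls were DMSO with enzyme for no effect and no enzyme buffer wells for full effect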
Target sequence (Q9BQF6 706-1050 limits assumed): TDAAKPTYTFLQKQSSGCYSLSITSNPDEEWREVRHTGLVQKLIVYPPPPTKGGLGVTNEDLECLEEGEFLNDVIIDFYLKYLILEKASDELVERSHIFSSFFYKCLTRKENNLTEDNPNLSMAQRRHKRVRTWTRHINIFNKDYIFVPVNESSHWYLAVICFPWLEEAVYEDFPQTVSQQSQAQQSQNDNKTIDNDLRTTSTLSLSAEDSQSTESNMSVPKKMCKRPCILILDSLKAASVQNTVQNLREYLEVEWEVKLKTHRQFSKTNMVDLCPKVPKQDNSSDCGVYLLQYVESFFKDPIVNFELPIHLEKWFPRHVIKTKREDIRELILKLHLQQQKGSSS
NR3A LBD binder = modulates the human NR3A ligand-binding domain; 340,000 compounds, 2.5% hits; Tm shift relative to glycine control, % at 25 µM; NR3A LBD differential scanning fluorimetry, Tm shift; 0% = protein alone, 100% = glycine-bound protein;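 active means melting temperature shift of at least 10% of the positive control shift, at one fixed dose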
ATG4B inh = blocks human ATG4B protease cleavage of LC3 substrate; ATG4B cleavage of LC3-PLA2, NBD-HPC fluorescence, 1 h; 340,000 compounds, 0.51% hits; inhibition, % at 8.33 µM; AID 504462; Q9Y4P1; in the data active means inhibition above about 40%
Target sequence (Q9Y4P1 whole entry, looked up): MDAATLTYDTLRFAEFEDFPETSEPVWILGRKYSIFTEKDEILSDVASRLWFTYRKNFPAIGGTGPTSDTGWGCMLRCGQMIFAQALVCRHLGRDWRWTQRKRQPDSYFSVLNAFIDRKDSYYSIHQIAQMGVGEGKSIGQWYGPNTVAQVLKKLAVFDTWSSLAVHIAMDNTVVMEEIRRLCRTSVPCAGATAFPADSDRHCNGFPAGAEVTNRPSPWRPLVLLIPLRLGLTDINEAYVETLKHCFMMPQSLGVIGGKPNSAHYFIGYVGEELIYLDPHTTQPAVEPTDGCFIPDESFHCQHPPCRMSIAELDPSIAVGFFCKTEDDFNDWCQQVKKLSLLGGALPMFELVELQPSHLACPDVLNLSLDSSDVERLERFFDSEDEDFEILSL
HKDC1 inhibitor = HKDC1 (human) hexokinase inhibition. Q2TB90. recombinant HKDC1, G6PDH/diaphorase resazurin coupled fluorescence. inhibition, % at 20 µM. 340,000 compounds, 0.16% hits. AID 493160;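 active means inhibition above about 35% when tested at 20 µM, limit read from the data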;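 further: plate controls were DMSO wells with enzyme for no effect and DMSO wells lacking enzyme for full effect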
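Test system: Recombinant HKDC1 (HK5) hexokinase enzyme, produced in-house | Input: HKDC1 at 5 µg/mL | Buffer or medium: Tris pH 8.0 buffer with MgCl2, Tween-20, BSA, BME | Schedule: 90 min reaction incubation at room temperature, dark | Technique: Resazurin-to-resorufin fluorescence via G6PDH and diaphorase coupling, 525/613 nm | Controls: DMSO wells with and without enzyme mix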
Starred values were filed as active, the others as inactive; i = inactive; nt = not tested or not shown.

SMILES | SENP6 inh | MPTP block | PfG6PD inh | SENP8 inh | SENP7 block | NR3A LBD binder | ATG4B inh | HKDC1 inhibitor
NC(=O)NC(=O)COC(=O)[C@H](Cc1ccccc1)NC(=O)c1cccs1 | 1 | 7.1 | 1 | 2 | 4 | -1 | 0 | -1
Cc1cccc(C)c1Nc1nnc(SCC(=O)NCc2ccco2)s1 | -4 | 1.2 | -6 | 15 | -2 | -1 | -12 | -1
O=C(O)CCn1ccnc1-c1ccccc1 | -6 | 2.5 | -5 | 15 | 2 | 1 | -8 | -4
CCOc1ccc(NC(=O)CN2C(=O)COc3ccccc32)cc1 | 8 | -0.5 | -13 | 3 | 1 | -1 | 3 | -6
CCCn1c(N)c(N2CCCCC2)c(=O)n(CC(=O)Nc2ccc(OC(F)(F)F)cc2)c1=O | -9 | -5.4 | -16 | 26 | 10 | 4 | -4 | -9
COC(=O)c1ccc(C(=S)NCC2(N(C)C)CCCCC2)cc1 | 3 | 2.4 | -2 | -6 | 12 | 1 | 3 | -3
NS(=O)(=O)c1ccc(NC(=O)CN2CCN(S(=O)(=O)c3ccc(F)cc3)CC2)cc1 | -13 | -2.4 | 7 | 9 | -3 | 1 | -8 | -4
COc1ccc(S(=O)(=O)N2CCCCC2)cc1NC(=O)C1COc2ccccc2O1 (stereo unspecified) | 16 | -1.8 | 8 | -3 | 14 | 1 | 4 | 0
CN(C)/C=N/c1nc2ccc3c(c2s1)CCCC3 | 12 | -0.6 | 2 | -128 | -5 | -1 | 4 | 0
Nc1ccc2c(c1)ncn2CCCn1cnc2cc(N)ccc21 | -4 | -0.9 | 11 | -1 | -5 | 1 | -15 | -1
CC(C)(C)CC(C)(C)c1ccc(OCC(=O)N/N=C/c2ccc(S(=O)(=O)O)o2)cc1 | 27 | 1.8 | -3 | 31 | -3 | 1 | 13 | -7
Cn1cc(CNCC2CCCO2)c(-c2ccc(Oc3ccccc3)cc2)n1 (stereo unspecified) | -17 | 6.8 | -3 | 8 | -5 | 1 | 19 | 0
COc1ccc(-n2nc(C(=O)NCC(=O)N3CCCCCC3)c3ccccc3c2=O)cc1 | 5 | -0.4 | -9 | -184 | 6 | -2 | -3 | 4
Cn1c(N)c(C(=O)COC(=O)/C=C/c2cccc(Cl)c2)c(=O)n(C)c1=O | -23 | -1.2 | 11 | 12 | -8 | -1 | -2 | -4
NS(=O)(=O)c1ccc(NC(=S)NC2CC2)cc1 | 3 | -0.2 | 1 | 10 | -7 | -2 | -10 | -2
Cc1ccc(/C=N/n2c(C3CCCCC3)n[nH]c2=S)s1 | -7 | -6.3 | 19 | 24 | 2 | 1 | 1 | -5
O=C(O)c1ccccc1-c1ccc(/C=c2\sc3nc4cc(Br)cnc4n3c2=O)o1 | -62 | 0.3 | 59 | -20 | 6 | 16* | 28 | 68*
C=CCNC(=S)N(Cc1ccccc1)Cc1ccc(F)cc1 | 6 | -0.3 | -1 | 1 | -7 | 2 | 9 | -7
CC(C)(C)c1ccc(OC(=O)c2cccnc2)cc1 | -4 | 0.4 | 21 | 24 | -4 | 1 | 25 | -1
Cc1ccc(C)c(S(=O)(=O)N2CCCC2CNC(=O)C(=O)NC2CC2)c1 (stereo unspecified) | -6 | -0.7 | -11 | 12 | -4 | -1 | 8 | -3
O=C1OC(=O)C2C1[C@@H]1CC[C@H]2O1 (stereo partly specified) | -3 | -0.4 | 0 | 15 | 3 | 1 | 2 | -3
COc1cccc(-c2c(C(=O)N/N=C/c3ccc(C)s3)nnn2-c2nonc2N)c1 | 7 | -0.8 | 98* | -74 | 4 | 13* | -17 | 1
Cc1sc2ncnc(N/N=C/c3cccc(O)c3)c2c1C | -8 | 3.5 | 23 | 10 | 5 | 13* | -26 | 2
O=C(CN1C(=O)CSc2ccccc21)NC1CCCC1 | 4 | -1.7 | -6 | 12 | -13 | -2 | -7 | -8
O=C(COc1cccc2cccnc12)Nc1ccccc1 | -19 | -0.9 | 5 | 6 | -11 | 0 | -16 | -5
Later entries:
SMILES | SENP6 inh | MPTP block | PfG6PD inh | SENP8 inh | SENP7 block | NR3A LBD binder | ATG4B inh | HKDC1 inhibitor
CCn1cc(Cl)c(C(=O)NNC(=O)CCn2ccc([N+](=O)[O-])n2)n1 | -2 | -2.7 | 6 | -2 | 3 | -3 | -8 | -3
O=c1[nH]c2ccccc2nc1N1CCOCC1 | -21 | 0.9 | -21 | -7 | -2 | 1 | -1 | -3
COc1ccc(OCC(=O)N2CCC3(CC2)CC(=O)c2ccccc2O3)cc1 | -15 | -1.2 | -3 | -26 | 8 | 0 | -10 | -1
COc1ccc(CN2C(=O)c3ccccc3C2=O)cc1C(=O)Nc1ccccc1N1CCOCC1 | -12 | -2.0 | -4 | 11 | -5 | 1 | -4 | -6
CC(C)N1C(=O)C(Cc2nc3ccccc3c(=O)n2-c2ccccc2)c2ccccc21 (stereo unspecified) | -19 | 0.1 | -4 | 24 | -7 | -6 | -1 | 1
Cc1noc(C)c1COc1ccc(CC(=O)NCc2ccccc2)cc1 | -13 | -1.7 | -10 | 6 | 7 | 0 | -8 | 13
CCCNCC(O)Cn1c2ccccc2n2c(=O)cc(C)c(C#N)c12 (stereo unspecified) | -2 | 0.9 | 8 | -278 | 2 | 1 | -9 | -9
COc1ccc2[nH]cc(C(=O)CN3CC(C)CC(C)C3)c2c1 (stereo unspecified) | -20 | 1.1 | 0 | 10 | -3 | 2 | 0 | -1
CCCOc1cccc(-c2cc(-c3n[nH]c(=S)n3CC)c3ccccc3n2)c1 | -4 | 0.0 | 13 | -39 | -6 | -10 | 8 | 9
O=[N+]([O-])c1ccc(N2CCCC2)cc1N1CCCC1 | 2 | 1.8 | 3 | 23 | 7 | -2 | 8 | 6
COc1cccc(NC(=O)C2CC(=O)OC23CCOC(C)(C)C3)c1 (stereo unspecified) | -39 | -0.7 | -4 | 27 | 1 | 0 | -1 | -5
CCCc1cc(NC(=O)COC(=O)c2nccnc2N)n(-c2ccccc2)n1 | 4 | -0.7 | -1 | i | 6 | -1 | -1 | 3
CN(CC(=O)Nc1ccc(Cl)c(C(F)(F)F)c1)C(=O)c1ccc(S(=O)(=O)N2CCOCC2)cc1 | nt | -1.1 | 19 | -14 | nt | -2 | -9 | -1
CCOC(=O)N1CCN(C(=O)c2ccc(S(=O)(=O)Nc3cccc(C(F)(F)F)c3)cc2)CC1 | -10 | 0.3 | -21 | 14 | -2 | -1 | 4 | -6
CC[C@@H]1[C@H]2CCCC(=O)N3CC[C@@H](C[C@@H]1OC(=O)NCc1ccccc1)[C@@H]23 | -7 | 0.2 | 5 | 9 | -3 | -2 | -10 | -4
Cc1cc(C)c2c(=O)n(CC(=O)Nc3ccc(Cl)cc3)sc2n1 | -1 | 20 | 112* | 28 | -3 | 9 | -3 | 3
COc1cccc(NC(=O)Nc2cc(C(=O)NCC3CCCO3)ccc2N2CC3CC(C2)c2cccc(=O)n2C3)c1 (stereo unspecified) | -2 | -1.3 | -7 | -4 | 5 | -4 | 5 | 7
COc1ccc(C(=O)N/C(=C\c2ccccc2)C(=O)Nc2ccc(C(=O)NCC(=O)O)cc2)cc1 | 14 | 1.1 | -16 | -14 | -1 | 0 | -5 | -8
COc1ccc(S(=O)(=O)N2CCC(C(=O)N3CCCCCC3)CC2)cc1 | 13 | -0.2 | -15 | 12 | -6 | 0 | 0 | 1
CNC[C@H](CC1CCCCC1)NC[C@H](CO)NCC1(c2ccccc2)CC1 | -1 | 3.7 | -2 | 28 | -9 | 2 | -14 | 5
O=c1cnc2ccccc2n1Cc1ccc(Br)cc1 | 6 | 1.7 | 7 | -59 | -7 | 1 | -7 | 0
NS(=O)(=O)c1ccc(NC(=O)c2cccc(N3C(=O)c4ccccc4C3=O)c2)cc1 | -8 | 0.6 | -1 | 10 | 3 | -1 | 2 | 17
CCc1nnc(NC(=O)CN2CCN(CC)CC2)s1 | -23 | 1.4 | -17 | 18 | -1 | -2 | 9 | -4
CCOC(=O)C1CCN(C(=O)c2ccc(N3CCCC3=O)cc2)CC1 | 9 | 0.9 | 0 | 14 | 0 | -2 | -8 | -6
CCOC(=O)C1=C(C)NC(=O)NC1/C=C/c1ccccc1 (stereo unspecified) | 0 | 0.6 | 7 | 7 | 4 | 1 | -1 | -8

Some of the entries above, set out differently:
structure	SENP6 inh	MPTP block	PfG6PD inh	SENP8 inh	SENP7 block	NR3A LBD binder	ATG4B inh	HKDC1 inhibitor
O=[N+]([O-])c1ccc(N2CCCC2)cc1N1CCCC1	2	1.8	3	23	7	-2	8	6
COc1cccc(NC(=O)C2CC(=O)OC23CCOC(C)(C)C3)c1 (stereo unspecified)	-39	-0.7	-4	27	1	0	-1	-5
CCCc1cc(NC(=O)COC(=O)c2nccnc2N)n(-c2ccccc2)n1	4	-0.7	-1	i	6	-1	-1	3
CN(CC(=O)Nc1ccc(Cl)c(C(F)(F)F)c1)C(=O)c1ccc(S(=O)(=O)N2CCOCC2)cc1	nt	-1.1	19	-14	nt	-2	-9	-1
CCOC(=O)N1CCN(C(=O)c2ccc(S(=O)(=O)Nc3cccc(C(F)(F)F)c3)cc2)CC1	-10	0.3	-21	14	-2	-1	4	-6
CC[C@@H]1[C@H]2CCCC(=O)N3CC[C@@H](C[C@@H]1OC(=O)NCc1ccccc1)[C@@H]23	-7	0.2	5	9	-3	-2	-10	-4
Cc1cc(C)c2c(=O)n(CC(=O)Nc3ccc(Cl)cc3)sc2n1	-1	20	112*	28	-3	9	-3	3

(listing goes on)
SMILES | SENP6 inh | MPTP block | PfG6PD inh | SENP8 inh | SENP7 block | NR3A LBD binder | ATG4B inh | HKDC1 inhibitor
Cc1cc(C(=O)N2CC(C)CC(C)C2)n(-c2ccccc2)n1 (stereo unspecified) | -12 | -0.9 | 10 | 2 | -13 | 2 | -6 | -5
Cc1cc(NC(=O)CCCN2C(=O)c3cccc4cccc(c34)C2=O)no1 | -6 | 0.2 | 4 | -146 | 9 | 1 | 2 | -3
COc1ccc(C2CC(c3cccs3)=NN2C(=O)CSc2nc3ccccc3s2)cc1 (stereo unspecified) | 10 | -0.3 | 8 | -390 | 5 | 0 | -5 | -2
O=c1[nH]c(-c2ccc(-c3cccc(Cl)c3)o2)nc2ccccc12 | -9 | 0.6 | 4 | -484 | -15 | -27 | -2 | 2
Cc1ccc(C(C)NC(=O)c2cc3ccccc3oc2=O)cc1C (stereo unspecified) | 14 | 0.4 | 5 | -54 | -2 | -1 | 2 | -3
COCc1nnc(NC(=O)C(C)C)s1 | 13 | 1.5 | -6 | 13 | 3 | 4 | -9 | -6
CCCCC1=CC2=CC(=O)C(C)(OC(=O)CC)C(=O)C2=CN1Cc1ccc2c(c1)OCO2 (stereo unspecified) | 16 | 1.5 | 32 | -252 | 5 | -1 | -2 | 22

Random excerpt: 2 records from the list
SMILES | SENP6 inh | MPTP block | PfG6PD inh | SENP8 inh | SENP7 block | NR3A LBD binder | ATG4B inh | HKDC1 inhibitor
O=C1OC(=O)C2C1[C@@H]1CC[C@H]2O1 (stereo partly specified) | -3 | -0.4 | 0 | 15 | 3 | 1 | 2 | -3
CCn1cc(Cl)c(C(=O)NNC(=O)CCn2ccc([N+](=O)[O-])n2)n1 | -2 | -2.7 | 6 | -2 | 3 | -3 | -8 | -3
